From PubChem BioAssay
aSyn tox rescue: inhibitors of alpha-synuclein toxicity in yeast; S. cerevisiae alpha-synuclein toxicity rescue, BacTiter-Glo growth, 24 h; Potency, µM (series often up to 46.1 µM), for the others: top-dose growth rescue (activation), most hits filed as activators; 94,000 tested, 0.02% active; AID 1347070; active = well fitted activation curve with a large enough effect; inconclusive = small, poorly fitted or top-dose-only effect; also: 0% is about no effect
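Growth restoration measured by BacTiter-Glo luminescence after 24 hr at 30 deg C; alpha-synuclein yeast, raffinose-pregrown to mid-log, were added at OD600=0.02 in galactose medium onto pinned compounds.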
Numbers without * were called inactive; ? = inconclusive; & = joins results of further samples. Potency is read from the fitted curve at half-maximal effect. An excerpt; rates above refer to the full screens.

SMILES	aSyn tox rescue
Cc1ccc(NC(=O)CSc2nc(-c3ccc(F)cc3)cc(C(F)(F)F)c2C#N)cc1	1%
O=c1c2ccccc2n(Cc2c(F)cccc2Cl)c(=O)n1Cc1ccccc1	-11%
COc1cc(C(=O)Nc2ccc3oc(-c4ccccc4)nc3c2)cc(OC)c1OC	-13%
O=C1CCSc2ccc(S(=O)(=O)Nc3ccc(Cl)c(C(F)(F)F)c3)cc2N1	3%
CCOC(=O)Cc1cnc(NC(=O)CSc2nc(N)cc(N)n2)s1	-3%
Cc1cccc(OCC(=O)Nc2cccc(C(=O)OCc3cc(=O)n4nc(C(C)C)sc4n3)c2)c1	4%
CCc1ccccc1NC(=O)Nc1cc(C(=O)NCc2ccc(OC)cc2)ccc1N1CCCC1	-6%
COc1cc(NC(=O)CSc2nc3nc(C)c(Cc4ccccc4)c(C)n3n2)cc(OC)c1	17%
CCCC12CN3CCN(CC(C3)/C1=N\NC(=O)c1ccc(F)cc1)C2	3%
COC(=O)c1cccc(NC(=S)Nc2cccc(Cl)c2Cl)c1	-4%
Cc1ccc(Sc2c(C)nn(C(=O)c3ccc(Cl)cc3)c2C)cc1	11%
NC(=O)CCn1cnc2ccccc21	2%
Cc1ccc(S(=O)(=O)N(C)C)cc1NC(=O)COC(=O)Cc1ccccc1F	3%
CC(=O)N1CCN(S(=O)(=O)c2cccc(C(=O)NNC(=O)Cn3ccc(C(F)(F)F)n3)c2)CC1	5%
Cc1c(Cl)cccc1NC(=O)COCc1cc(-c2ccc3c(c2)OCO3)on1	2%

Part of the list above, set out differently.
SMILES | aSyn tox rescue
Cc1ccc(NC(=O)CSc2nc(-c3ccc(F)cc3)cc(C(F)(F)F)c2C#N)cc1 | 1%
O=c1c2ccccc2n(Cc2c(F)cccc2Cl)c(=O)n1Cc1ccccc1 | -11%
COc1cc(C(=O)Nc2ccc3oc(-c4ccccc4)nc3c2)cc(OC)c1OC | -13%
O=C1CCSc2ccc(S(=O)(=O)Nc3ccc(Cl)c(C(F)(F)F)c3)cc2N1 | 3%
CCOC(=O)Cc1cnc(NC(=O)CSc2nc(N)cc(N)n2)s1 | -3%
Cc1cccc(OCC(=O)Nc2cccc(C(=O)OCc3cc(=O)n4nc(C(C)C)sc4n3)c2)c1 | 4%
CCc1ccccc1NC(=O)Nc1cc(C(=O)NCc2ccc(OC)cc2)ccc1N1CCCC1 | -6%
COc1cc(NC(=O)CSc2nc3nc(C)c(Cc4ccccc4)c(C)n3n2)cc(OC)c1 | 17%
CCCC12CN3CCN(CC(C3)/C1=N\NC(=O)c1ccc(F)cc1)C2 | 3%
COC(=O)c1cccc(NC(=S)Nc2cccc(Cl)c2Cl)c1 | -4%
Cc1ccc(Sc2c(C)nn(C(=O)c3ccc(Cl)cc3)c2C)cc1 | 11%
NC(=O)CCn1cnc2ccccc21 | 2%
Cc1ccc(S(=O)(=O)N(C)C)cc1NC(=O)COC(=O)Cc1ccccc1F | 3%
CC(=O)N1CCN(S(=O)(=O)c2cccc(C(=O)NNC(=O)Cn3ccc(C(F)(F)F)n3)c2)CC1 | 5%
Cc1c(Cl)cccc1NC(=O)COCc1cc(-c2ccc3c(c2)OCO3)on1 | 2%

Additional structures.
SMILES	aSyn tox rescue
O=C(Cn1cnc2c(nc3n2CCCCC3)c1=O)Nc1ccc(F)c(Cl)c1	-2%
Cc1ccc(NC(=O)c2cccc(S(=O)(=O)N3CCCCC3)c2)cc1	8%
COc1ccc2c(c1)c(=O)c(S(=O)(=O)c1ccc(Cl)cc1)cn2Cc1cc(C)ccc1C	4%
Cc1ccc(C)c(N(C(=O)c2nsc(Cl)c2Cl)C(C(=O)NC2CCCC2)c2ccc(O)cc2)c1 (stereo unspecified)	-8%
CCN1C(=O)c2ccccc2S(=O)c2ccc(C(=O)N3CCN(c4ccccc4OC)CC3)cc21 (stereo unspecified)	1%
O=C(COC(=O)c1cccc(S(=O)(=O)N2CCOCC2)c1)NC1CCCCC1	-8%
CCOC(=O)C1=C(CN2CCN(c3ccc(Cl)cc3)CC2)NC(=O)NC1c1ccc(F)cc1 (stereo unspecified)	10%
COC(=O)c1ccccc1NC(=O)c1c(NC(=O)c2ccco2)sc2c1CCC(C(C)(C)C)C2 (stereo unspecified)	-7%
CC(C)n1c(=S)[nH]c2cc(C(F)(F)F)ccc21	-6%
COc1ccc(NC(=O)Cn2nc(SC)c(S(=O)(=O)c3ccc(C)cc3)c2N)cc1OC	-1%
O=C(Nc1ccc(O)cc1)c1cc2ccccc2c(=O)s1	-5%
C=CCn1cc(C(=O)N2CCc3ccccc3C2)c(=O)c2cc(S(=O)(=O)N(CC)CC)ccc21	-12%
Cc1cccc(C)c1-n1c(C)nn(-c2ncc(C(F)(F)F)cc2Cl)c1=O	1%
Cc1cc(NS(=O)(=O)c2ccc(NC(=O)CCCOc3ccccc3C)cc2)no1	-1%
CCn1cc(C(=O)NCCCOC(C)C)c(=O)c2cc(S(=O)(=O)N(C)C3CCCCC3)ccc21	-4%
O=C(c1cc(-c2ccc(Cl)cc2)nc2ccccc12)N1CCOCC1	-10%
O=C(Nc1nc2ccc(F)cc2s1)c1nc(SCc2ccccc2F)ncc1Cl	1%
CCN(CC)c1ccc(C(=O)OCC(=O)NC(C)(C)C)cc1	4%
O=C(Nc1ccc2c(c1)OCCO2)c1ccccc1Cl	3%
Cc1cc(C)c(/C=C/c2onc(C)c2S(=O)(=O)N2CCC(C(=O)Nc3ccc(Cl)cc3C)CC2)c(C)c1	7%
O=C(Nc1ccccc1C(F)(F)F)N1CCC2(CC1)Oc1ccccc1C(=O)N2Cc1ccccc1F	-4%
Cc1cc(C)n(CCNC(=O)c2ccc3c(c2)OCO3)n1	0%
CCOC(=O)c1ccc(NC(=O)CN2C(=O)C(C)(C)c3ccccc32)cc1	-4%
COc1ccccc1-c1c(C)nn2c(N)c(-c3ccccc3)cnc12	-11%
CC(=O)Nc1ccc(S(=O)(=O)Nc2ccc3c(c2)n(C)c(=O)n3C)c(C)c1	5%&-3%
CCCCNC(=O)Cn1nc(N2CCN(c3ccccc3OC)CC2)ccc1=O	-11%
Cc1ccc(NC(=O)Cn2nc(C)c(S(=O)(=O)N(C)C)c2C)cc1C	-2%
O=C(COC(=O)Cc1ccc(Cl)cc1)NCc1ccc(Cl)cc1	7%
CCn1c2ccccc2c2c3ncc4cccn4c3ccc21	0%
Cc1ccc(C(=O)OCC(=O)NCc2cccs2)s1	-12%
CC1CCN(c2oc(-c3cccs3)nc2S(=O)(=O)c2ccc(Cl)cc2)CC1	11%
COc1ccc(CNCc2cccc(Oc3ccccc3)c2)cc1	9%
Cc1oc(-c2ccc(Cl)cc2)nc1CSc1nc2ncccc2[nH]1	-5%
Cc1ccc(-n2c(=O)c3c(C)c(C)sc3n(CC(=O)c3ccc(Cl)cc3)c2=O)cc1C	1%
COC(=O)CCC/C=C1/SCC(NC(=O)c2ccccc2)/C1=N/O (stereo unspecified)	4%
CC12CN3CC(c4ccccc4)(CN(C1)C3c1ccc(O)cc1)C2=O (stereo unspecified)	-1%
CO/N=C/C(=N\Nc1ccc(OC)cc1)C(=O)c1ccc(F)cc1	3%
CC(C)Cc1ccc(S(=O)(=O)N2CCN(Cc3noc(CCC(=O)N4CCCCC4)n3)CC2)cc1	-13%
Cc1c(CN2CCCC(C(=O)c3cccc(Cl)c3)C2)c(=O)n(-c2ccccc2)n1C (stereo unspecified)	1%
Cc1ccc(Cl)cc1NC(=O)C(NS(=O)(=O)c1ccc2c(c1)CCC(=O)N2)c1ccccc1 (stereo unspecified)	-6%
COc1cc(CN(CC2CCCO2)C(=O)c2ccc(F)cc2)cc(OC)c1OC (stereo unspecified)	-1%
O=c1c(C=NCC2CCCO2)c(-c2ccccc2)[nH]n1-c1ccc([N+](=O)[O-])cc1 (stereo unspecified)	-10%
Cc1cccc(C)c1NC(=O)Cn1c(=O)n(Cc2ccccc2Cl)c(=O)c2cccnc21	-2%
CC(C)N(Cc1ccccc1)S(=O)(=O)c1ccc(N2CCCCS2(=O)=O)cc1	4%
COc1cccc(CN(C(=O)Cn2nnc(-c3ccccc3F)n2)C(C(=O)NC(C)(C)C)c2ccncc2)c1 (stereo unspecified)	1%
O=C(Cn1ccn(-c2ccc(F)c(F)c2)c(=O)c1=O)NCc1ccccc1	-4%
Cc1ccc(C)c(N2CCN(C(=O)Cn3c(-c4cccs4)cc4ccccc43)CC2)c1	9%
COc1ccc(-c2nc3scc(CCNS(=O)(=O)c4c(C)cc(C)cc4C)n3n2)cc1OC	?
O=C1c2ccccc2C(Nc2ccc(Cl)cc2)N1CCN1CCOCC1 (stereo unspecified)	6%
CCOC(=O)c1c(NC(=O)COC(=O)Cc2ccccc2[N+](=O)[O-])sc(C(=O)N(C)C)c1C	6%
COc1ccc(S(=O)(=O)N2CCOC23CCN(S(=O)(=O)c2c(C)cc(C)cc2C)CC3)cc1	9%
CCc1nc2ccc(C(=O)N3CCN(c4cccc(C)c4C)CC3)cc2nc1CC	4%
COc1ccc(-c2csc(NC(=O)CSc3nnnn3C)n2)c(OC)c1	3%
CCOc1ccccc1NC(=O)c1sc2nc3n(c(=O)c2c1C)CCCCC3	-2%
CC(OC(=O)CCC1CCCCC1)C(=O)Nc1ccc(S(N)(=O)=O)cc1 (stereo unspecified)	4%
Cc1cccn2c(=O)c3cc(C#N)c(=O)n(-c4nnc(SCc5ccccc5F)s4)c3nc12	7%
COc1ccccc1CNC(=O)c1ccccc1NC(=O)c1nsc2ccccc12	-10%
CCN(c1ccc(OC)cc1)S(=O)(=O)c1nnc(NC(=O)c2ccccc2C)s1	2%
COc1ccccc1C(=O)N/C(=C/c1ccc(Br)cc1)C(=O)N1CCCC1	7%
Cc1ccnc(NC(=O)CNC(=O)c2ccc(Br)o2)c1	1%

The list continues.
SMILES	aSyn tox rescue
CCOC(=O)c1c(C)[nH]c(C)c1S(=O)(=O)N(C)CC(=O)Nc1cccc(C(F)(F)F)c1	-8%
CCOC(=O)C(N)CSC1CC(=O)N(c2ccc(OCC)cc2)C1=O (stereo unspecified)	2%
O=C(NN=C1CCCC1)NC1CCCCC1	3%
CCOc1ccccc1C(=O)N/N=C/c1c[nH]c2ccccc12	3%
Cc1ccc(S(=O)(=O)NCCc2cn3c(C)csc3n2)cc1	1%
CC1CCC2C(=O)N(c3ccccc3OC(=O)c3ccccc3F)C(=O)C2C1 (stereo unspecified)	-3%
O=C(NCc1ccc2c(c1)CCN2C(=O)c1ccncc1)c1cccc(F)c1	3%
CC(C)c1ccc(OCC(=O)Nc2cc(-c3nc4ncccc4o3)ccc2Cl)cc1	-9%
O=C(Cn1c(-c2cccs2)cc2cc(F)ccc21)N1CCCCC1	6%
NNC(=O)c1ccc(CSc2nc3ccccc3[nH]2)cc1	9%
COc1ccccc1C1C(C(=O)Nc2ccccc2)=C(C)Nc2nc(-c3ccccc3)nn21 (stereo unspecified)	-7%
CNC(=S)Nc1ccc(C(N)=O)cc1	-2%
Cc1ccc(S(=O)(=O)Nc2ccc3nc(-c4ccc(F)cc4)oc3c2)cc1	-11%
Cc1cnc(NC(=O)CSc2nnc(COc3ccccc3)o2)s1	-5%
O=C(NCC(c1ccccc1)N1CCCC1)C1CCN(C(=O)Nc2ccccc2)CC1 (stereo unspecified)	15%
COc1cccc(N2CCN(C(=O)c3ccc(OC)c(S(=O)(=O)NC4CC4)c3)CC2)c1	2%
O=C1C=C(c2ccccc2Oc2ccccc2)C[C@@H](c2ccc(F)cc2)C1	4%
Cc1ccc(-n2c(=S)[nH]c3sc4c(c3c2=O)CCC4)cc1	-4%
O=S(=O)(c1ccc(Cl)cc1)c1nc(-c2ccccc2Br)oc1NCc1ccccc1	-6%
Cc1cc(NC(=O)c2ccccc2F)ccc1-c1nc2ccccc2s1	-3%
Cc1[nH]n(-c2ccccc2)c(=O)c1C=Nc1ccc(S(=O)(=O)NC(N)=O)cc1	0%
OCCNc1ncnc2c1nnn2Cc1ccccc1Cl	1%
CCOc1ccc(CCNC(=O)C2COc3ccccc3C2)cc1OCC (stereo unspecified)	-7%
CN1C2C=C(N(CCc3ccccc3)C(=O)c3ccc(Cl)cc3)CC1CC2 (stereo unspecified)	6%
COc1ccc(NC(=O)CCC(=O)Nc2cc(OC)c(NC(=O)c3ccco3)cc2OC)c(OC)c1	10%
COc1cccc(N2CCN(C(=O)CCSCc3ccccc3F)CC2)c1	7%
COc1cccc(-c2nc(CS(=O)CC(=O)NCc3ccc4c(c3)OCO4)c(C)o2)c1 (stereo unspecified)	6%
CCOc1ccc(CNC(=O)CSc2nnc(C)c3c(C)n(-c4ccccc4)nc23)cc1	-12%
Cc1cc(Br)ccc1NC(=O)CCNS(=O)(=O)c1cccc2nonc12	-5%
O=C(CCSc1nc(-c2ccco2)cc(C(F)(F)F)n1)NCCN1CCOCC1	-2%
O=S1(=O)c2ccccc2N(Cc2cccc(C(F)(F)F)c2)c2ccccc21	-2%
C=CCN1N=C(/C=C/c2ccc(C)cc2)CCC1=O	-7%
CC(CNC(=O)c1cc2cc(S(=O)(=O)N3CCCCC3)ccc2n1C)c1ccccc1 (stereo unspecified)	0%
Cc1ccc(C(=O)NCCCNC(=O)c2ccc(Cl)cc2)cn1	-5%
Cc1ccc(CNC(=O)c2cccn2-c2nnc(N3CCCC3)s2)cc1	-7%
CCCCCCn1c(=O)n2n(c1=O)C[C@]1(OC(=O)NCc3ccc(OC)c(OC)c3)CN(S(=O)(=O)c3ccc(C)cc3)C[C@]1(O)C2	2%
O=C(NCc1cccnc1)c1c(O)c2cccc3c2n(c1=O)CCC3	3%
Cc1ccc2c(c1)N(CC(=O)N1CCOCC1)C(=O)C(C)O2 (stereo unspecified)	-3%
Cc1ccn2c(=O)nc(SCc3cccc(C(F)(F)F)c3)nc2c1	-1%
